HKDC1 inh – blocks human hexokinase HKDC1 activity. Q2TB90. recombinant HKDC1, G6PDH/diaphorase resazurin coupled fluorescence. inhibition, % at 20 µM. 340,000 tested, 0.16% active. AID 493160;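 active = inhibition above about 35% when tested at 20 µM, limit read from the data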;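 also: plate controls were DMSO wells with enzyme for no effect and DMSO wells lacking enzyme for full effect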
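Test system: recombinant HKDC1 (HK5) hexokinase enzyme, produced in-house; Amount: enzyme 5 µg/mL final; Buffer or medium: Tris pH 8.0 buffer with MgCl2, Tween-20, BSA, BME; Reagent: glucose and ATP substrates; Doses: 20 µM test compound, 1% DMSO; Incubation: 90 min reaction incubation at room temperature, dark; Detection: resorufin fluorescence at 613 nm.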
SENP8 block-1 – inhibitors of human SENP8 protease; recombinant SENP8, Nedd8 substrate fluorescence; inhibition, % at 20 µM; 360,000 tested, 0.64% active; AID 602440; in the data active = inhibition mostly above about 40%, no sharp cut-off; inactive = mostly below about 27%
Target sequence (Q96LD8 whole entry, looked up): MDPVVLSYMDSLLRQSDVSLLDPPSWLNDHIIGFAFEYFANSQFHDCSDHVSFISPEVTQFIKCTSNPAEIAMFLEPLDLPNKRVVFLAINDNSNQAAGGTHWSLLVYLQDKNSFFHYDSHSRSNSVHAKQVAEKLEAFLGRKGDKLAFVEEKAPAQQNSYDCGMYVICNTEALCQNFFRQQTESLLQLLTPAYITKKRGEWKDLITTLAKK
UBC13 polyUb – blocks human UBC13 polyubiquitin chain formation | inhibition, % at 20 µM | 330,000 tested, 0.47% active | TR-FRET | P61088; in the data active = inhibition above about 45%, passing the limit was not always enough
PfG6PD inh – PfG6PD (Plasmodium falciparum) enzyme inhibition; AID 504690; 350,000 tested, 0.78% active; PfGluPho enzyme, NADPH resazurin-diaphorase fluorescence; inhibition, % at 20 µM;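 active = inhibition reaching at least a set limit at 20 µM in the primary screen, cut at about 59% in these data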;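 also: 0% = DMSO wells with substrate and 100% = DMSO wells lacking glucose-6-phosphate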
SENP1 FRET inh – blocks the human SENP1 SUMO protease catalytic domain; Q9P0U3; recombinant SENP1 catalytic domain, CyPet-SUMO1-YPet FRET cleavage; inhibition, % at 10 µM; 360,000 tested, 0.21% active;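 active = inhibition at least 30% at 10 µM, raw YFP signal under a set limit, fluorescence ratio 0.5 to 1.5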;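 also: 0% = enzyme with DMSO and 100% = no enzyme wells; some results filed as inactive read as strong as hits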
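Assay system: hSENP1 catalytic domain, recombinant. Amount: SENP1 enzyme, 20 pM final. Schedule: 50 min reaction, RT, dark. Technique: FRET, CFP and YFP emission. Control set: no-enzyme wells low, DMSO-plus-enzyme wells high control.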
beta cell repl – inducers of beta-cell replication in MIN6 cells; MIN6 cells proliferation, ATPlite luminescence, 48 h; cells starved in 0.2% serum; 100% = growth in 10% serum; proliferation, % at 10 µM; 330,000 tested, 0.29% active; AID 2380;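 active = compounds whose signal lies at least 3.5 SD above the mean of all wells on their plate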;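 also: 0% = DMSO-treated cells in low-serum medium and 100% = 10% serum control; some compounds called inactive have numbers as strong as hits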
SENP6 block – SENP6 protease inhibition | AID 2599 | 330,000 tested, 1.8% active | Recombinant SENP6 catalytic domain, aminoluciferin luminescence | inhibition, % at 10 µM | Q9GZR1;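 active = inhibition above about 50% at the single tested dose, limit read from the data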;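 also: plate controls were DMSO wells with enzyme for no effect and DMSO wells lacking enzyme for full effect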
Target sequence (Q9GZR1 628-1112 limits assumed): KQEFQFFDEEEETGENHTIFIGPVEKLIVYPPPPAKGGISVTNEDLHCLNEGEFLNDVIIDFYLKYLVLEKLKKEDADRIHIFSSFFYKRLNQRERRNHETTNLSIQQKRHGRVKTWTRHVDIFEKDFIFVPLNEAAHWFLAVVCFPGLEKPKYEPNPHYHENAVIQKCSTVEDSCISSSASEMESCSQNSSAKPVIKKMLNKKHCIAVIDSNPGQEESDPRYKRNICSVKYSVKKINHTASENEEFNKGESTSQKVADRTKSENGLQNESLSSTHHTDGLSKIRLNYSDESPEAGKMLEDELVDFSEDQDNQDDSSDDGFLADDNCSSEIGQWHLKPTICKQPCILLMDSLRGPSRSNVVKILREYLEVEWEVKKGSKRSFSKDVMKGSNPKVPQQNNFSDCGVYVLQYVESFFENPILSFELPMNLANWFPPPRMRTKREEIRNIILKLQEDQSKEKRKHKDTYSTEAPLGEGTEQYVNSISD
SENP7 block – inhibitors of human SENP7 protease | Q9BQF6 | recombinant SENP7, Z-RLRGG-aminoluciferin luminescence, 40 min | inhibition, % at 5 µM | 330,000 tested, 1.5% active;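 active = inhibition above about 50% at the single test dose, limit read from the data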;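 also: plate controls were DMSO with enzyme for no effect and no enzyme buffer wells for full effect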
Target sequence (Q9BQF6 706-1050 limits assumed): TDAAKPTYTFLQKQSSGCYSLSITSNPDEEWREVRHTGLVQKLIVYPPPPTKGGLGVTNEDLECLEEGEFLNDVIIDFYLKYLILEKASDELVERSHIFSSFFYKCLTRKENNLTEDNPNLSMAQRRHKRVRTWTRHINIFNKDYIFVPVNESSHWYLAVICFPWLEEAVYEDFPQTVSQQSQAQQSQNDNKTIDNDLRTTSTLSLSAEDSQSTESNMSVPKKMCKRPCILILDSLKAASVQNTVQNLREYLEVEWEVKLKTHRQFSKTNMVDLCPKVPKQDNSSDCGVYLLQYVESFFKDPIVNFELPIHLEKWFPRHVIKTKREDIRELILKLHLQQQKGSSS
SENP8 block-2 – blocks the human protease SENP8; inhibition, % at 10 µM; 330,000 tested, 1.2% active; purified SENP8, Z-RLRGG-aminoluciferin cleavage, luminescence; AID 2540; in the data active = inhibition above about 50%
Numbers without * were called inactive; · = not tested or not shown; & = joins results of further samples; ! = a repeat was not active.

SMILES	HKDC1 inh	SENP8 block-1	UBC13 polyUb	PfG6PD inh	SENP1 FRET inh	beta cell repl	SENP6 block	SENP7 block	SENP8 block-2
CC(C)C[C@@H](CNCC(=O)[C@H](Cc1c[nH]c2ccccc12)NC(=O)c1[nH]cnc1C(=O)N[C@@H](C)CN)NC(=O)c1nc[nH]c1C(=O)N[C@@H](Cc1ccccc1)C(=O)O	18	-20	·	9	-19	·	·	·	·
Cn1c(=O)c2c(nc(N/N=C/c3cccnc3)n2Cc2ccccc2)n(C)c1=O	0	-158	2	39	0	-3	-7	0	0
CCOc1ccc(CCN2C(=S)N([C@@H](CC(C)C)CN3CCCC3CN3C(=S)NC[C@@H]3CC(C)C)C[C@@H]2Cc2ccc(O)cc2)cc1 (stereo partly drawn)	1	10	·	5	0	·	·	·	·
CCCOc1cccc(C(=O)Nc2cccc(NC(=O)c3ccco3)c2)c1	-2	10	3	5	-5	-3	0	7	-5
Cc1cc(S(=O)(=O)Nc2noc3ccccc23)ccc1F	-5	5	-15	-23	3	-5	-18	1	-8
COc1cc(C(=O)N2CCN(C(=O)c3cc(-c4ccc(Br)cc4)n[nH]3)CC2)cc(OC)c1OC	2	22	-8	21	2	-2	-15	20	-4
C=CCn1c(SCC(=O)NCC2CCCO2)nnc1C1CCCCC1 (stereo not drawn)	-4	-2	0	-8	2	-1	5	4	6
O=C1CN(C(=O)c2cc3ccccc3oc2=O)C(c2ccc(F)cc2)c2cc(F)ccc2N1 (stereo not drawn)	-6	-18	-1	-2	-2	-3	0	-2	-4
O=C(COc1nncc2ccccc12)NCCC1=CCCCC1	0	-2	7	11	0	3	-2	-2	-6
Cn1nc(C(=O)N2CCOCC2)c([N+](=O)[O-])c1C(=O)N1CCOCC1	-14	11	10	27	0	2	3	0	-1
CC(=O)Nc1ccc(OC(=O)COc2ccc(Br)cc2)cc1	9	7	14	-3	3	-1	-9	-8	0
CCOc1cc(/C=C2/SC(=S)N(CC(=O)O)C2=O)ccc1OC(=O)c1cccs1	9	36	-4	-15	2	-4	-11	-4	-1
CC(=O)Nc1ccc(NC(=O)CSc2nnc(C)n2-c2ccccc2)cc1	2	5	0	-3	-2	3	18	-2	-4
Cc1ccnc(NS(=O)(=O)c2ccc(NC(=O)c3ccc(Cl)cc3[N+](=O)[O-])cc2)n1	-5	13	-11	-7	-3	0	13	2	0
COc1cccc(-n2c(SCC(=O)N3c4ccccc4CC3C)nnc2-c2ccco2)c1 (stereo not drawn)	-3	12	4	4	-4	-2	-3	0	-2
COc1ccc(NC(=O)Nc2ccc(Br)cn2)cc1	-3	-37	-1	-12	0	1	-27	1	-6
O=C(NC1CCN(S(=O)(=O)c2ccc(F)cc2)CC1)c1cccnc1	-1	3	-2	16	1	-2	-10	10	3
CC(C)c1ccc(N2C(=O)CC(NNC(=O)c3cccnc3)C2=O)cc1 (stereo not drawn)	0	38	-9	-27	1	-4	3	-6	5
CC(=O)Oc1ccc2ccccc2c1C(NC(=O)C(C)C)c1cccc([N+](=O)[O-])c1 (stereo not drawn)	17	11	-2	7	0	-3	-17	-10	3
CC1CC(C)CN(c2ccc([N+](=O)[O-])cc2-c2nn[nH]n2)C1 (stereo not drawn)	-9	17	-13	-21	-4	0	7	6	-1

Ordered by formula weight (highest first): some entries from above.
SMILES	HKDC1 inh	SENP8 block-1	UBC13 polyUb	PfG6PD inh	SENP1 FRET inh	beta cell repl	SENP6 block	SENP7 block	SENP8 block-2
CCOc1cc(/C=C2/SC(=S)N(CC(=O)O)C2=O)ccc1OC(=O)c1cccs1	9	36	-4	-15	2	-4	-11	-4	-1
Cc1ccnc(NS(=O)(=O)c2ccc(NC(=O)c3ccc(Cl)cc3[N+](=O)[O-])cc2)n1	-5	13	-11	-7	-3	0	13	2	0
CC(=O)Nc1ccc(OC(=O)COc2ccc(Br)cc2)cc1	9	7	14	-3	3	-1	-9	-8	0
CC(C)c1ccc(N2C(=O)CC(NNC(=O)c3cccnc3)C2=O)cc1 (stereo not drawn)	0	38	-9	-27	1	-4	3	-6	5

Following part:
SMILES	HKDC1 inh	SENP8 block-1	UBC13 polyUb	PfG6PD inh	SENP1 FRET inh	beta cell repl	SENP6 block	SENP7 block	SENP8 block-2
CN1CCN(C(=O)CCS(=O)(=O)c2cc3c(cc2Cl)NC(=O)CO3)CC1	-2	17	0	-12	-1	0	-18	-16	-8
COC(=O)c1ccc(CSc2nc(C)nc3sc(C)c(C)c23)o1	-7	8	13	5	-1	0	-4	4	0
CCOn1c(=O)c(=O)n(OCc2ccccc2)c2ccccc21	-3	16	-2	10	1	0	10	-3	10
CCC(C)(C)C1CCc2c(sc(NC(=O)c3cccs3)c2C(N)=O)C1 (stereo not drawn)	-3	-378	6	2	0	1	-4	4	1
CC1=C(C(=O)OC(C)C)C(c2cccs2)N2C(=O)CCSC2=N1 (stereo not drawn)	-10	10	-5	-2	0	4	5	2	4
Cn1c(O)c(N=NC(=O)Cn2ccc(C(F)(F)F)n2)c2ccccc21	8	4	-16	-20	1	0	-4	-4	-2
COC(=O)/C=C/c1cnc2ccccc2c1	-13	-14	-2	13	1	2	-11	-1	-10
COc1ccc(Cn2cc3c(-c4ccc(F)cc4)nnc-3c3cc(OC)c(OC)cc32)cc1	5	-437	87*	6	-33	-6	-9	-6	-6
Cc1csc(NC(=O)COc2ccc3c(c2)CCC3)n1	-2	6	9	10	-2	-2	82*	84*	74*
Cc1ccc(C(c2sc3ncnn3c2O)N2CCC(C)CC2)cc1 (stereo not drawn)	-4	-5	6	6	0	12*	-2	-1	-6
CCC(=O)Nc1nc2c(OC)ccc(C)c2s1	0	7	13	6	1	2	4	2	4
COC(=O)c1cn(NC(=O)c2ccc(OC)c(OC)c2)c(=O)c2ccccc12	2	15	5	6	0	-3	-3	7	9
O=C(COc1ccc(Cl)cc1Cl)NCCCN1CCOCC1	-5	17	2	-15	1	-1	-18	-3	5
C=CCOc1nc2c(c(=O)n(C)c(=O)n2C)n1Cc1ccccc1	-2	16	7	-8	-1	-1	-13	-6	-8
CN(CCOC(=O)/C=C/c1ccccc1)C(C)(C)C	0	17	1	-3	1	-1	-27	-3	-7
Cc1onc(-c2ccccc2)c1C(=O)OCC(=O)Nc1ccc2c(c1)OCO2	-3	7	13	3	3	1	8	-1	7
O=C1NC(c2ccc(F)cc2)Oc2ccccc21 (stereo not drawn)	-3	-18	1	-7	1	-3	-16	-1	13
CCN(CC)CCOCCOc1cc(C)c(Cl)c(C)c1	-11	-2	4	1	2	4	-9	1	2
CN(C)/C=C(\C=O)c1ncc(C(F)(F)F)cc1Cl	-8	7	-6	-7	-2	1	1	-1	3
Cc1ccc(S(=O)(=O)SC/C=C/CSS(=O)(=O)c2ccc(C)cc2)cc1	-2	18	·	116*	1	·	·	·	·
O=C1CN(C(=O)c2ccc(Cl)c([N+](=O)[O-])c2)c2ccccc2N1	-1	-2	2	-9	1	-3	0	-3	13
Cc1ccc(NC(=O)COC(=O)CCc2c(C)nc3ncnn3c2C)cc1C	-12	4	-2	3	0	-5	4	3	1
CCOC(=O)C1CCN(S(=O)(=O)c2cn(C)c(=O)n(C)c2=O)CC1	-9	8	9	12	1	-1	7	-2	3
COc1cc(CNC(C)(C)CO)cc(Br)c1OCc1ccccc1	-8	9	8	-2	1	-1	-20	0	-1
COc1ccc(OC(=O)CCCN2C(=O)c3ccccc3C2=O)cc1	-10	10	-17	-2	2	-5	-1	-3	-14
CSc1ncc(Cl)c(C(=O)Nc2cccc(C)c2)n1	-9	20	10	-1	3	0	12	6	1
Cc1ccc(S(=O)(=O)NC2=NCCCCC2)cc1	5	-1	9	5	2	0	-15	2	-1
N#CCCN=C(NS(=O)(=O)c1ccccc1)c1ccccc1	4	7	3	-3	2	3	-18	8	-2
COc1ccc2nc(NC(=O)C3CCN(S(=O)(=O)c4cccnc4)CC3)sc2c1	2	20	12	-5	1	-2	6	7	7
O=C(Nc1cccc2nsnc12)c1cccs1	10&8	-288	26&7	28&-4	1&-34	0&0	58*!	50*!	16&-6
O=C(CSc1nnc(-c2ccc(Cl)cc2)n1CC1CCCO1)NC1CCS(=O)(=O)C1 (stereo not drawn)	-8	11	-4	-7	0	1	-7	-10	-13
O=C1NC[C@H](c2ccccc2)N(CC2CCCCC2)C1=O	1	11	1	-1	1	0	-11	-1	-2
O=c1c2ccccc2nc2n1CCC2O (stereo not drawn)	-3	28	0	-5	-1	1	-5	-4	-12
Cn1c(SCC(=O)Nc2nnc(-c3ccccc3)o2)nnc1C1CC1	3	0	-8	-22	1	-2	-20	7	-10
CCC1Oc2ccc(C)cc2N(CC(=O)NCc2cccc(OC)c2)C1=O (stereo not drawn)	0	11	1	2	1	4	-12	13	0
CC1Cn2c(nnc2-c2cccc(N)c2)S1 (stereo not drawn)	-2	-72	7	-2	-1	-4	2	1	-6
COC(C)c1oc2c(C)c3oc(=O)cc(C)c3cc2c1C (stereo not drawn)	5	-450	9	-8	-17	7	-1	7	0
CCOC(=O)C(CC)n1cnc2sc3c(c2c1=O)CCC3 (stereo not drawn)	-7	-4	-3	-8	-14	1	16	10	3
COCCCn1cn[nH]c1=S	-7	12	0	19	3	2	-7	6	-5
COc1cc(/C=C/C(=O)OCC(=O)Nc2ccc3c(c2)OCO3)ccc1O	0	-388	-18	17	-66	-3	-35	0	-7
Cc1ccc(CN2C(=O)/C(=C\c3ccc(C(=O)NCc4cccnc4)cc3)Oc3ccccc32)cc1	·	·	20	·	·	-6	2	6	5
CC(Oc1ccc(Cl)cc1)C(=O)N1CCCc2ccccc21 (stereo not drawn)	-2	-2	2	1	1	-1	-11	-5	-2
Cc1nc(C)c(CCNC(=O)c2cccc(Cl)c2)s1	10	12	8	-6	-1	0	-22	-2	-3
CCc1ccc(CNC(=O)Cc2ccc(NC(=O)C3=C(C)OCCS3)cc2)cc1	3	11	-12	7	2	-8	-4	9	-8
COC(=O)c1cc(-c2cccs2)nn1-c1ccccc1	-5	6	6	8	0	1	5	4	2
COc1cc(/C=C/C(=O)OCC(=O)NC2CCS(=O)(=O)C2)ccc1OC(F)F (stereo not drawn)	-7	-59	4	3	-1	5	0	5	10
CCOC(=O)c1c(C)nn(-c2ccc(NC(=O)/C=C/C(=O)O)cc2)c1C	3	19	2	-2	4	0	-6	11	-3
COc1ccc(/C=C/C(=O)Nc2cccc(F)c2)cc1S(=O)(=O)N1CCOCC1	-2	-10	2	16	0	-2	26	0	-6
O=C1CN(C(=O)N[C@@H](Cc2ccccc2)C(=O)N[C@H](Cc2ccccc2)C(=O)O)c2ccccc2N1	-4	7	-10	-13	1	-2	4	1	1
Cc1ccc(NC(=O)COC(=O)c2cccnc2Cl)cc1S(=O)(=O)N1CCOCC1	-8	7	7	4	-1	0	-11	-2	4
COc1ccc(C2(CNC(=O)c3ccco3)CCOCC2)cc1	-5	39	4	4	-1	-1	-14	7	-2
O=C(c1cc(-c2ccccc2)nn1CC1CC(c2cccnc2)=NO1)N1CCOCC1 (stereo not drawn)	-4	13	-4	-12	3	0	2	0	4

3 entries from above, ordered by the number in UBC13 polyUb, rising.
compound	UBC13 polyUb
CC(=O)Nc1ccc(NC(=O)CSc2nnc(C)n2-c2ccccc2)cc1	0
COC(C)c1oc2c(C)c3oc(=O)cc(C)c3cc2c1C (stereo not drawn)	9
COC(=O)c1ccc(CSc2nc(C)nc3sc(C)c(C)c23)o1	13
